EPAC1 agonist = activates human EPAC1 exchange factor. EPAC1 agonist qHTS, biochemical assay; response scale: 100% = response to 6.5 mM cAMP. Potency, µM (series often up to 154 µM), for inactives: at the highest dose activation, usual class: activators. hit rate 0.073% among 360,000; also: potency is read from the fitted curve at half-maximal effect; nearly all actives have a fitted effect of over 60% in size
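Nucleotide exchange by EPAC1 (100 nM) on Rap1B–BODIPY-GDP (250 nM) in the presence of 50 uM GDP is tracked fluorescently at 480/540 nm over 30 min. Signals are normalized to a 6.5 mM cAMP control.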
PI5P4K alpha inh = blocks human PI5P4K alpha kinase activity | PI5P4Kalpha enzyme, ADP-Glo luminescence, 60 min; stronger effect = lower value | hit rate 1.2% among 330,000 | max response, % | P48426; active = max response of -50% or lower; inconclusive = between -30% and -50%; inactive = -30% or higher; also: value at the top dose of about 77 µM; % is scaled to controls: 0 for no effect and ±100 for the full control effect
Target sequence (P48426 whole entry, looked up): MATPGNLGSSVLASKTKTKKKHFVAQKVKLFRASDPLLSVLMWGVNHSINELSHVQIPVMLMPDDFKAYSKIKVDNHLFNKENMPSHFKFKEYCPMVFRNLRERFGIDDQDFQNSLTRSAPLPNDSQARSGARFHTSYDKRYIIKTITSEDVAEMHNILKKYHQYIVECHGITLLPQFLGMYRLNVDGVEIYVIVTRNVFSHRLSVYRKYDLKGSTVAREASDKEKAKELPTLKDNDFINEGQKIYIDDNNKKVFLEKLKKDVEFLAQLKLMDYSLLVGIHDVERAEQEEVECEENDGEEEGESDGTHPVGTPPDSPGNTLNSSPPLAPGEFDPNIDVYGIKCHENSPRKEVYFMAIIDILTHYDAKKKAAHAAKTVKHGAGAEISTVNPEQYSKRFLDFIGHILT
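PI5P4Kalpha ADP-Glo assay; 5 microM ATP final; 60 min RT reaction; HEPES pH 7.4/EGTA/CHAPS, 5% DMSO; controls lacking substrate or enzyme; luminescent end-point.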
WRN inhibitor = blocks human WRN helicase; Potency, µM (series often up to 114 µM), for inactives: top-dose activity change, negative = inhibition, actives largely listed as inhibitors; hit rate 0.46% among 360,000; Q14191; AID 651768; WRN helicase unwinding, fluorescent forked duplex, kinetic; also: potency is read from the fitted curve at half-maximal effect; % is scaled to controls: 0 for no effect and ±100 for the full control effect; nearly all actives have a fitted effect of over 55% in size
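Enzyme (20 nM final) and test compound sit together 15 min at room temperature before substrate addition. Substrate is a single-forked duplex oligonucleotide (100 nM) labelled with fluorophore and quencher, with 2 mM ATP; helicase unwinding raises red fluorescence, read kinetically.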
CCT chaperon mod = cytosolic chaperonin activity modulation | activity change, % (no concentration beside the values), hits read low | purified chaperonin ATPase assay, HTRF ADP detection, 30 min | hit rate 0.3% among 360,000; in the data active = activity change below about -30%; also: % is scaled to controls: 0 for no effect and ±100 for the full control effect
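First, chaperonin was dispensed at 40 nM or 20 nM final depending on batch activity. Next, compounds were pinned at 76 uM and ATP added at 10 uM. After 30 min at 37 °C, ADP detection reagents ran 30 min at ambient temperature.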
Mm-Cpn inhibitor = blocks the Methanococcus maripaludis chaperonin Mm-Cpn. hit rate 0.031% among 330,000. purified Mm-Cpn ATPase, ADP Transcreener TR-FRET. Potency, µM (top dose mostly 76.9 µM), for inactives: at the top dose activity, negative = inhibition, usual class: inhibitors; also: potency is read from the fitted curve at half-maximal effect; % is scaled to controls: 0 for no effect and ±100 for the full control effect; nearly all actives have a fitted effect of over 80% in size
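ATP (10 uM final) was added to archaeal chaperonin (25 nM final) after 10 min exposure to test compound at 37°C; after 30 min further incubation, ADP was detected by competitive TR-FRET.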
PLK1 PBD inh = blocks phosphopeptide binding to human PLK1 polo-box domain; Plk1 PBD binding of FITC phosphopeptide, fluorescence polarization; hit rate 2.8% among 360,000; Potency, µM, for inactives: max response, negative = inhibition, actives largely listed as inhibitors; P53350; also: potency is read from the fitted curve at half-maximal effect; series mostly up to about 57 µM; % is scaled to controls: 0 for no effect and ±100 for the full control effect; nearly all actives have a fitted effect of over 65% in size
Target sequence (P53350 whole entry, looked up, the tested form may be a part): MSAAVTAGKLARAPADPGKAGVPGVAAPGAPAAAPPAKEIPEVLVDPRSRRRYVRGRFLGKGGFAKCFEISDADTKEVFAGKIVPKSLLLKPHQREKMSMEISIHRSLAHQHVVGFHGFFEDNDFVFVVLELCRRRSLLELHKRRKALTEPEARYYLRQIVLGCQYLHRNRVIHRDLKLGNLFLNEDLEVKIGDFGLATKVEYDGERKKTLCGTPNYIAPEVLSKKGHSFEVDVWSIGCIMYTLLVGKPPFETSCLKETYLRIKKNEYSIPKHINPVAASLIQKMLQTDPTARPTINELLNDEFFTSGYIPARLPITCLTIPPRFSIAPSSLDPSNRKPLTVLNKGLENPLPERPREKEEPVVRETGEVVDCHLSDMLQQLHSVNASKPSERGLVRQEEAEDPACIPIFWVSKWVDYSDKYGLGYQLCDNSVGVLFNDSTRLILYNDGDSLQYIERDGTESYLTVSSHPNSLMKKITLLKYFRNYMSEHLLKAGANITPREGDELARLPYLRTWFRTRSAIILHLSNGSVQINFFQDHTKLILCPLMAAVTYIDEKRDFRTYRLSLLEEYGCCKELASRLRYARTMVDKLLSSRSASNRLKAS
EPAC2 antag = EPAC2 (human) antagonism. Q8WZA2. hit rate 0.18% among 360,000. EPAC2 GEF exchange of Rap1B-BODIPY-GDP, fluorescence. Potency, µM (doses to about 114 µM), for inactives: top-dose activity, negative = inhibition, usual class: inhibitors; also: potency is read from the fitted curve at half-maximal effect; % is scaled to controls: 0 for no effect and ±100 for the full control effect; nearly all actives have a fitted effect of over 45% in size; many of its hits are not listed in these tables
EPAC1 antagonist = antagonists of human EPAC1 | EPAC1 GEF assay, Rap1b-BODIPY-GDP exchange fluorescence | hit rate 0.14% among 360,000 | O95398 | Potency, µM (highest dose often 115 µM), inactives show top-dose activity change, negative = inhibition, actives largely listed as inhibitors;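 also: potency is read from the fitted curve at half-maximal effect; plate controls were vehicle for no effect and positive control for full effect; nearly all actives have a fitted effect of over 50% in size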
Numbers without * were called inactive; ? = inconclusive; . = not tested or not shown; [ ] = dose if it differs, or a comment. Unless noted, calls follow the shape of the dose curve; as a rule, active = well fitted curve in the direction sought with a large enough effect; inconclusive = small, poorly fitted or top-dose-only effect, or another doubt; inactive = no such curve, though single readings can be large; an effect the other way counts as inactive or inconclusive. Not all compounds are listed; count on the stated rates, not on these rows.

No. | structure | CCT chaperon mod | Mm-Cpn inhibitor | PLK1 PBD inh | PI5P4K alpha inh | EPAC2 antag | EPAC1 antagonist | WRN inhibitor | EPAC1 agonist
1 | O=C(N/N=C/c1cccs1)/C(=C/c1ccccc1)NC(=O)c1ccccc1 | -3.0 | 1% | -13% | 2 | 11% | -17% | 2% | 0%
2 | CC(=O)Nc1ccc(N/C=C/C(=O)c2ccc(C)cc2)cc1 | -1.5 | -14% | -9% | 4 | 14% | 7% | 2% | 13%
3 | CCN(CC)CCNC(CC(=O)Nc1ccc(Cl)cc1Cl)C(=O)O (stereo not given) | -3.1 | -1% | -5% | 8 | -4% | -11% | -25% | 7%
4 | CC(C)c1ccc(CN2CC(C(=O)O)CC2=O)cc1 (stereo not given) | 0.3 | 1% | -5% | . | -2% | 1% | -4% | 3%
5 | COc1ccc(/C=C/C(=O)c2cc(Cl)cc(Cl)c2O)c(OC)c1 | -2.4 | 0% | 2% | 4 | -24% | 8% | -5% | -1%
6 | CCN1CCN(C(=O)CN(c2cc(OC)ccc2OC)S(C)(=O)=O)CC1 | -0.1 | 2% | -2% | -8 | 6% | 19% | 6% | -6%
7 | c1ccc(CSc2nnc(-c3ccco3)c(-c3ccco3)n2)cc1 | -1.5 | -3% | 11µM* | . | 2% | ? | 28µM* | 7%
8 | CCCc1ccc2oc(C(=O)N(Cc3ccncc3)CC3CCCO3)c(C)c2c1 (stereo not given) | -3.6 | -5% | -4% | -7 | -29% | -26% | 3% | -10%
9 | CC(c1ccccc1)n1c(-c2ccc(C(C)(C)C)cc2)n[nH]c1=S (stereo not given) | 0.2 | -1% | -14% | -1 | -24% | -13% | -2% | 9%
10 | CSc1nc2ccc(NS(=O)(=O)c3ccc4c(c3)OCCO4)cc2s1 | -17 | -20% | -4% | 3 | -5% | 3% | -6% | 14%
11 | COCCCN1CN(S(=O)(=O)c2ccc(C)cc2C)c2nc3ccccc3nc21 | -0.1 | -4% | -16% | 1 | -10% | -15% | -1% | -6%
12 | COc1ncnc2c1cnn2-c1ccccc1 | -0.5 | . | 0% | 9 | 11% | 9% | 5% | 0%
13 | Cc1cc(C(=O)NNC(=S)NC2CCCCC2)cs1 | 2.6 | 2% | -2% | -1 | -2% | 9% | 3% | 6%
14 | COc1ccccc1OCCOCCN1CCCC1 | -2.0 | 2% | 3% | 0 | 1% | 0% | 0% | 15%
15 | CCCS(=O)(=O)NC(=O)C1(C)CCN(C(=O)c2cccnc2Oc2ccccc2)C1 (stereo not given) | -0.2 | . | 5% | -6 | 8% | 7% | 5% | -11%
16 | O=C(NNS(=O)(=O)c1cccc(Cl)c1Cl)c1cccc(S(=O)(=O)N2CCOCC2)c1 | 0.4 | 3% | -3% | -8 | -2% | 6% | -22%[57.1 µM] | -2%
17 | COCCn1c(SCC(=O)N2CCCCC2)nc2c(c1=O)SCC2 | 0.5 | 2% | 1% | -5 | -2% | 3% | -9% | 6%
18 | Cc1ccc(S(=O)(=O)c2cc3c(=O)n4cccc(C)c4nc3n(C3CCCCC3)c2=N)cc1 | 1.7 | 2% | -16% | 1 | -9% | -8% | 5% | 2%
19 | COc1cc2c(-c3ccc4cc[nH]c4c3)c(-c3ccsc3)oc(=O)c2cc1OC | -1.8 | -8% | -1% | -3 | -3% | 6% | -4% | 5%
20 | O=C(CSc1nnc(Cc2ccccc2)o1)Nc1ccccc1 | -6.9 | 1% | -11% | -3 | -1% | -6% | -5% | 1%

Carrying on:
No. | structure | CCT chaperon mod | Mm-Cpn inhibitor | PLK1 PBD inh | PI5P4K alpha inh | EPAC2 antag | EPAC1 antagonist | WRN inhibitor | EPAC1 agonist
21 | COc1ccc(CCNC(=O)CCN2C(=O)[C@@H]3Cc4ccccc4CN3C2=O)cc1OC | -3.6 | 1% | 1% | -1 | -5% | -9% | -7% | 6%
22 | CC1CCCCC1NC(=O)CN1C(=O)CSc2cc(S(=O)(=O)N3CCCCCC3)ccc21 (stereo not given) | 2.9 | 1% | -9% | 2 | -15% | ? | -11% | -4%
23 | Cc1ccc(CNC(=O)CSc2c3c(nc4ccc(Cl)cc24)CCCC3)o1 | -2.1 | -20% | -12% | -4 | 9% | 4% | -7% | 6%
24 | CN(C(=O)COC(=O)c1ccc2c(c1)NC(=O)CS2)C1CCS(=O)(=O)C1 (stereo not given) | -2.5 | 0% | -18% | . | 4% | 4% | 6% | 6%
25 | CCOC(=O)C1CCN(C(=S)Nc2ccc(S(N)(=O)=O)cc2)CC1 | -2.4 | -1% | 21µM* | 0 | -8% | -17% | ? | 6%
26 | Cc1ccccc1NC(=O)COC(=O)c1cccnc1 | 1.2 | 1% | -4% | -1 | 0% | -8% | 8% | 2%
27 | CCCCn1c(N)c(N(CC)C(=O)c2ccc(Cl)c(Cl)c2)c(=O)[nH]c1=O | 2.3 | 0% | -6% | 1 | 2% | 17% | 14% | -2%
28 | COc1ccc(CN2CCSc3sccc3C2=O)cc1 | 1.2 | -1% | -3% | 0 | -16% | 8% | -8% | 6%
29 | Cc1cc(Cl)ccc1Nc1ncccc1C(N)=O | 0.6 | 0% | 3% | 5 | -19% | 25% | -1% | 1%
30 | COc1ccc(SCC(=O)Nc2ccc(N3CCN(C)CC3)c(F)c2)cc1 | 1.0 | 1% | -14% | 3 | 5% | 0% | 4% | 12%
31 | Cc1nnc(SCC(=O)Nc2ccc3c(c2)OCO3)s1 | -0.6 | 1% | -11% | -2 | 1% | -1% | -12% | 2%
32 | CCc1ccc(C(=O)CCC(=O)Nc2ccc(OC)c(S(=O)(=O)N3CCCCC3)c2)cc1 | -3.4 | -1% | 0% | -5 | 8% | -1% | -14% | 8%
33 | Cc1ccc(S(=O)(=O)NCc2ccncc2)cc1 | -0.9 | 0% | -9% | 1 | -6% | -20% | 3% | -2%
34 | CCOC(=O)c1[nH]c2ccccc2c1NC(=S)Nc1cccc(C)c1C | -2.9 | -9% | -17% | -1 | 1% | -8% | -4% | -4%
35 | COCc1cc(=O)[nH]c2cc(NC(=O)C(C)(C)CCl)c(C)cc12 | -1.6 | 0% | -2% | -3 | -2% | 7% | 0% | -6%
36 | CCNC(=O)NC(=O)COc1ccccc1C#N | 0.5 | 1% | -6% | . | 4% | 6% | 1% | 8%
37 | Cc1ccc(OCC(O)Cn2c(=N)n(Cc3ccccc3)c3ccccc32)cc1 (stereo not given) | 1.2 | 2% | 3% | 41 | 0% | 4% | -4% | -8%
38 | COc1ccc(N2CCOCC2)c(NC(=O)c2ccco2)c1 | 0.5 | 1% | -4% | 4 | -24% | 12% | -11% | -5%
39 | Cc1ccc(CSc2nnnn2C)cc1 | -1.4 | 1% | -12% | 25 | 0% | -9% | 10% | 5%
40 | Nc1nn(S(=O)(=O)c2ccccc2)cc1-c1ccc([N+](=O)[O-])cc1 | -0.6 | -1% | -11% | 3 | -13% | -29% | 20% | 20%

Given with each value named: part of the list above.
1) O=C(N/N=C/c1cccs1)/C(=C/c1ccccc1)NC(=O)c1ccccc1
- CCT chaperon mod: -3.0
- Mm-Cpn inhibitor: 1%
- PLK1 PBD inh: -13%
- PI5P4K alpha inh: 2
- EPAC2 antag: 11%
- EPAC1 antagonist: -17%
- WRN inhibitor: 2%
- EPAC1 agonist: 0%

2) CC(=O)Nc1ccc(N/C=C/C(=O)c2ccc(C)cc2)cc1
- CCT chaperon mod: -1.5
- Mm-Cpn inhibitor: -14%
- PLK1 PBD inh: -9%
- PI5P4K alpha inh: 4
- EPAC2 antag: 14%
- EPAC1 antagonist: 7%
- WRN inhibitor: 2%
- EPAC1 agonist: 13%

3) CCN(CC)CCNC(CC(=O)Nc1ccc(Cl)cc1Cl)C(=O)O (stereo not given)
- CCT chaperon mod: -3.1
- Mm-Cpn inhibitor: -1%
- PLK1 PBD inh: -5%
- PI5P4K alpha inh: 8
- EPAC2 antag: -4%
- EPAC1 antagonist: -11%
- WRN inhibitor: -25%
- EPAC1 agonist: 7%

4) CC(C)c1ccc(CN2CC(C(=O)O)CC2=O)cc1 (stereo not given)
- CCT chaperon mod: 0.3
- Mm-Cpn inhibitor: 1%
- PLK1 PBD inh: -5%
- PI5P4K alpha inh: .
- EPAC2 antag: -2%
- EPAC1 antagonist: 1%
- WRN inhibitor: -4%
- EPAC1 agonist: 3%

Sorted by value in EPAC1 antagonist (smallest number first): 5 of the compounds above
entry	smiles	EPAC1 antagonist
33	Cc1ccc(S(=O)(=O)NCc2ccncc2)cc1	-20%
24	CN(C(=O)COC(=O)c1ccc2c(c1)NC(=O)CS2)C1CCS(=O)(=O)C1 (stereo not given)	4%
36	CCNC(=O)NC(=O)COc1ccccc1C#N	6%
28	COc1ccc(CN2CCSc3sccc3C2=O)cc1	8%
27	CCCCn1c(N)c(N(CC)C(=O)c2ccc(Cl)c(Cl)c2)c(=O)[nH]c1=O	17%

More entries follow:
No. | structure | CCT chaperon mod | Mm-Cpn inhibitor | PLK1 PBD inh | PI5P4K alpha inh | EPAC2 antag | EPAC1 antagonist | WRN inhibitor | EPAC1 agonist
41 | C(=N\Nc1nc(-c2cccnc2)nc2ccccc12)/c1ccccc1 | -1.5 | -2% | -8% | -2 | 2% | 7% | -5% | 11%
42 | CC1(C)CC(=O)C2=C(C1)N(Cc1cccnc1)C(=O)C2(NC(=O)c1cccnc1)C(F)(F)F (stereo not given) | -1.4 | -3% | -6% | 3 | 1% | -1% | -1% | 1%
43 | COc1cccc(C(C)(O)c2nc(-c3cccc4cccnc34)cs2)c1 (stereo not given) | -2.7 | . | -2% | 10 | 7% | -9% | -9% | 4%
44 | CC(C)N1C(=S)SC(C)(C)C1n1oc(=O)n(-c2cccc(Cl)c2)c1=O (stereo not given) | -1.7 | -14% | -1% | -5 | -2% | 5% | 4% | 9%
45 | COC(=O)/C=C/c1cnc2ccccc2c1 | 1.0 | 0% | -3% | -5 | 5% | 6% | 7% | -5%
46 | Cc1nnc(SCc2cccc([N+](=O)[O-])c2)s1 | -1.2 | -1% | -11% | -4 | -7% | -10% | -8% | 7%
47 | CN(c1ccc(C(=O)Nc2cccc(O)c2)cc1)S(=O)(=O)c1ccccc1 | -3.9 | -3% | 1% | -1 | -3% | 5% | -34% | 7%
48 | COc1ccc(C(C(=O)NC(C)(C)C)N(C(=O)Cn2nnc3ccccc32)c2cccc(C(C)=O)c2)cc1O (stereo not given) | -2.0 | 0% | -1% | 5 | 8% | -8% | 1% | -5%
49 | Cc1ccc(-c2nnc(Sc3nc4ccccc4o3)c3ccccc23)cc1 | 2.1 | -2% | -11% | . | -14% | -23% | -15% | 9%
50 | CC(C)c1ccc(CNc2cc(N3CCCC3)ccc2[N+](=O)[O-])cc1 | -0.6 | 2% | -5% | . | -3% | 4% | -7% | 3%
51 | CC(C)Oc1ccc(CCC(=O)NNC(=S)NCc2ccccc2)cc1 | -1.4 | 0% | -7% | 3 | 8% | -10% | -4% | 2%
